Tau fluor counter: Counterscreen qHTS for Inhibitors of Tau Fibril Formation, Fluorescence Polarization | 280,000 tested, 0.93% active | tau K18 P301L Alexa594 fluorescence, heparin fibrillization | Potency, µM (top dose mostly 57.7 µM), without a hit: at the highest dose activity change, negative = decrease; further: on the % scale 0 is the no-effect control and ±100 the full control effect; nearly all actives have a fitted effect of over 55% in size
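Human tau K18 P301L (15 uM unlabeled, 0.24 uM Alexa 594-labeled) in 100 mM sodium acetate pH 7 with 20 uM heparin, 6 hr at 37 C. ThT 30 uM added, 1 hr ambient; Alexa 594 FP and total fluorescence read at 555/632 nm.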
Tau fibril FP: qHTS for Inhibitors of Tau Fibril Formation, Fluorescence Polarization; K18 P301L tau heparin fibrillization, Alexa594 FP, 6 h; 280,000 tested, 0.39% active; Potency, µM (titrated, usually from 57.7 µM), inactives show top-dose activity, negative = inhibition, actives largely listed as inhibitors; further: on the % scale 0 is the no-effect control and ±100 the full control effect; nearly all actives have a fitted effect of over 55% in size
Target sequence (P10636 561-689 P618L limits assumed): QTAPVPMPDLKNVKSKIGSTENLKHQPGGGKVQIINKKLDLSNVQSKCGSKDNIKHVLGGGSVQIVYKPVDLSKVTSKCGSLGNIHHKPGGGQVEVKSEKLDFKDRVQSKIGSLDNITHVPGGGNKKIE
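Recombinant K18 P301L […], labeled with Alexa 594 at 0.24 uM over 15 uM unlabeled; heparin inducer 20 uM final; 37 C, 6 hr; FP endpoint.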
ALDH1A1 block: qHTS Assay for Inhibitors of Aldehyde Dehydrogenase 1 (ALDH1A1) | Aldehyde dehydrogenase 1A1 (Homo sapiens), P00352 | Purified ALDH1A1, NADH fluorescence, propionaldehyde substrate | Potency, µM (titrated, usually from 75.3 µM), without a hit: at the top dose activity, negative = inhibition, hits mostly inhibitors | 220,000 tested, 7.3% active; active means well fitted inhibition curve with a large enough effect, not every such curve was filed as active; inconclusive means small, poorly fitted or top-dose-only effect, or another doubt; inactive means no such curve, though single readings can be large or run the other way;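 further: plate controls were no enzyme wells and a reference inhibitor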
Target sequence (P00352 whole entry, looked up): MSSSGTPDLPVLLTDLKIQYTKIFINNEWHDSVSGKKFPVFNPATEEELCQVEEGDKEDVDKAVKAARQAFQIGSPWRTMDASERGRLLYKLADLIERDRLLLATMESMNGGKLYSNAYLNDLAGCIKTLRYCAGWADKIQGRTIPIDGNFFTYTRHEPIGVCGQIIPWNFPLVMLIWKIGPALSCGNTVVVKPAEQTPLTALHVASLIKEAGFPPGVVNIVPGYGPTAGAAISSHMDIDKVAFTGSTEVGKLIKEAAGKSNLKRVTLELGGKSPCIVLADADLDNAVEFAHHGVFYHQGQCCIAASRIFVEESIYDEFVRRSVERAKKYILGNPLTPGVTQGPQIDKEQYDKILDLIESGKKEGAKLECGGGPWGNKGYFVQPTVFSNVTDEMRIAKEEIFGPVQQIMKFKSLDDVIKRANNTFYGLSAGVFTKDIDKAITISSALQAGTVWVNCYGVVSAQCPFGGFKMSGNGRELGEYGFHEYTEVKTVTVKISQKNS
HTT ATP protect: qHTS Multiplex Assay to Identify Dual Action Probes in a Cell Model of Huntington: Cytoprotection (ATP); AID 1471, 2008; 230,000 tested, 0.14% active; Potency, µM (highest dose often 56.4 µM), inactives show cytoprotection (ATP increase), hits mostly activators; PC12 HTT-Q103 induced, cytoprotection, ATP luminescence, 40 h;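 further: % of control where 0% means no effect; nearly all actives have a fitted effect of over 45% in size; toxic huntingtin expression switched on by the ecdysone agonist tebufenozide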
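PC12 cells with ecdysone-inducible HTT exon 1 Q103-GFP, induced with 100 nM tebufenozide and co-treated with library compounds in a dose series (1536-well, 1500 cells/well). Cytoprotection read as ATP content by ATPlite luminescence.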
Tau fibril ThT: qHTS for Inhibitors of Tau Fibril Formation, Thioflavin T Binding; 270,000 tested, 2.1% active; recombinant tau K18 P301L, heparin-induced fibrillization, ThT fluorescence; Potency, µM (top dose mostly 57.4 µM), for the others: at the top dose activity, negative = inhibition, usual class: inhibitors; AID 1460, 2008; further: on the % scale 0 is the no-effect control and ±100 the full control effect; nearly all actives have a fitted effect of over 55% in size
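ThT emission at 510 nm, taken 1 hr after adding 30 uM dye, quantifies aggregates formed when 20 uM heparin acts on human tau K18 P301L for 6 hr at 37 C.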
HTT aggregate: qHTS Multiplex Assay to Identify Dual Action Probes in a Cell Model of Huntington: Aggregate Formation (GFP); PC12 HttQ103-GFP aggregates, Acumen cytometry, 40 h; Potency, µM (top dose mostly 46.1 µM), inactives show at the highest dose activity change, negative = inhibition, hits mostly inhibitors; 220,000 tested, 1.1% active; further: on the % scale 0 is the no-effect control and ±100 the full control effect; nearly all actives have a fitted effect of over 60% in size
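Inducible Q103 Huntingtin exon 1–GFP PC12 line, 1500 cells/well in phenol red free DMEM with 5% equine and 5% calf serum. Tebufenozide 100 nM induced expression; compounds titrated; aggregates quantified by cytometry.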
KDM4E inh: qHTS Assay for Inhibitors of Human Jumonji Domain Containing 2E (JMJD2E). 230,000 tested, 1.6% active. Lysine-specific demethylase 4E (Homo sapiens), B2RXH2. AID 2147, 2009. Potency, µM (titrated, usually from 57.1 µM), inactives show at the highest dose activity change, negative = inhibition, hits mostly inhibitors. JMJD2E catalytic domain, FDH-coupled NADH fluorescence (FDH is formaldehyde dehydrogenase); active means well fitted inhibition curve with a large enough effect, not every such curve was filed as active; inconclusive means small, poorly fitted or top-dose-only effect, or another doubt; inactive means no such curve, though single readings can be large or run the other way;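 further: 0% = wells with enzyme and -100% = buffer wells without enzyme; nearly all actives have a fitted effect of over 50% in size; many of its hits are not listed in these tables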
Target sequence (B2RXH2 1-337 limits assumed): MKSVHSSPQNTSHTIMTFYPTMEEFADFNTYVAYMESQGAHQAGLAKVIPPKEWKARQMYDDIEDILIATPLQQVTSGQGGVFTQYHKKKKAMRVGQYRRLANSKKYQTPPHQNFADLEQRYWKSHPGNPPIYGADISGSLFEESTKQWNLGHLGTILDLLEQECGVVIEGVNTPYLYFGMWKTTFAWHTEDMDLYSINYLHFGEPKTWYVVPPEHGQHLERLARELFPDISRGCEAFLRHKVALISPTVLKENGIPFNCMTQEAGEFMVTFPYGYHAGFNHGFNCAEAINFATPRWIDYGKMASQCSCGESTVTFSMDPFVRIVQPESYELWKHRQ
SMN2 splice up: qHTS Assay for Enhancers of SMN2 Splice Variant Expression; HEK293 SMN2-luciferase splicing reporter, luminescence, 30-36 h; Potency, µM (series often up to 46.1 µM), for the others: top-dose activity change, positive = activation, usual class: activators; 210,000 tested, 2.8% active; AID 1458, 2008; further: % of control where 0% means no effect; nearly all actives have a fitted effect of over 55% in size
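qHTS luciferase splicing reporter: luminescence rises when SMN2 exon 7 is included in transfected HEK293 cells. Compound exposure lasted 30-36 h at 37C, with 4.5 mM final sodium butyrate as control, followed by a ONE-Glo read.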
Numbers without * were called inactive; u = inconclusive; x = not tested or not shown; [ ] = remark or other dose. Unless noted, the call rests on the fitted dose curve; in most records, active means well fitted curve in the direction sought with a large enough effect; inconclusive means small, poorly fitted or top-dose-only effect, or another doubt; inactive means no such curve, though single readings can be large; an effect the other way counts as inactive or inconclusive. Potency means the concentration at half of the fitted maximal effect. The list is partial; rates above refer to the full screens.

SMILES | Tau fluor counter | Tau fibril FP | ALDH1A1 block | HTT ATP protect | Tau fibril ThT | HTT aggregate | KDM4E inh | SMN2 splice up
O=C1CCCC=C1[C@@H](O)CCOC(c1ccccc1)(c1ccccc1)c1ccccc1 | -9% | -5% | 7% | 1% | -4% | x | 4% | 9%
CCOC(=O)c1sc2nc3n(c(=O)c2c1C)CCCCC3 | -12% | 0% | u | 1% | u | -24% | -7% | 7%
CCN1CCN(CCCNC(=O)Cn2nc(C)n3c(cc4c(OC)cccc43)c2=O)CC1 | -7% | -10% | x | x | 0% | x | x | -10%
COc1ccc(NC(=O)N2CCc3nc(-c4ccc(OC)cc4C)c4c(c3C2)CO[C@@H](c2ccccc2)C4)cc1 | -5%[11.6 µM] | 7%[11.6 µM] | 4µM* | -9%[10 µM] | -4%[11.5 µM] | x | 0%[11.4 µM] | 4%[9.22 µM]
CCOC(=O)N1CCC(N2CC34C=CC(O3)C(C(=O)Nc3ccc(C)cc3)C4C2=O)CC1 (stereo unspecified) | 4% | 0% | -16% | -3% | 2% | 10% | 0% | 11%
O=C(c1ccc(S(=O)(=O)NCC2CCCO2)cc1)N1CCN(c2ccccc2)CC1 (stereo unspecified) | 0% | 1% | 2% | -1%[10 µM] | -5% | -15% | 12% | -3%
Cc1ccc(N2CCN(C(=O)c3ccccc3NC(=O)C3CCCCC3C(=O)O)CC2)cc1 (stereo unspecified) | 4% | 2% | 7% | 0%[10 µM] | -3% | 7% | 1% | 12%
Cc1cccc(NC(=O)CN2CCC(NC(=O)C3CCCCC3)CC2)c1C | 5% | 9% | 2% | 1%[10 µM] | -7% | 15% | -3% | -21%
CCCCN(Cc1cc2cc(C)ccc2[nH]c1=O)C(=O)c1ccccn1 | -8% | -8% | x | -17%[10 µM] | 3% | -12%[9.22 µM] | u | x
COCC(=O)Nc1nc(-c2ccc(C)cc2)c(C)s1 | 2% | 5% | -4% | 4%[10 µM] | -2% | 4% | 1% | x
CN(CC(=O)Nc1ccccc1Cl)CC(=O)Nc1c(F)cccc1F | -6% | -8% | -4% | -29% | 4% | -6% | -8% | x
O=C(CCSc1nnc(-c2ccco2)o1)N1CCOCC1 | 2% | -1% | 9% | -2% | -2% | 32% | 2% | -1%
O=C(Nc1nc2c(s1)CCCC2)c1cc(-c2ccncc2)nc2ccccc12 | -28% | 11% | 5% | 1%[10 µM] | u | -3% | -3% | -4%
COc1cccc(C2NC(=S)NC3=C2CCc2ccccc23)c1 (stereo unspecified) | u | u | 0.22µM* | -9%[10 µM] | u | 29% | 3% | x
COc1ccc(C2Nc3ccccc3-c3nnc(SC)nc3O2)cc1C (stereo unspecified) | -20% | u | x | x | -14% | x | x | 4%
CN(C)/C=C(/C(=O)c1ccc(Cl)cc1)S(C)(=O)=O | 1% | -4% | 1% | -1%[10 µM] | -2% | 6% | 13% | 2%
CCOc1ccc(NC(=S)c2ccncc2)cc1 | 6% | 4% | u | 19%[10 µM] | u | u | 5% | -55%[inhibitor]
Cc1nc(C)c(NC(=O)N2CCc3ccccc32)cc1NC(=O)N1CCc2ccccc21 | -25% | 4% | 10% | -14%[10 µM] | -12% | -9% | -3% | 24%
C=CCNC(=S)Nc1ccc(C(N)=O)cc1 | 5% | 5% | 3% | -11% | -6% | 3% | u | -5%
Cc1ccc(S(=O)(=O)c2nnn3c2nc(NC(C)C)c2cc(Cl)ccc23)cc1C | -2% | -12% | x | x | 6% | x | x | 1%
Cc1cc(C)nc(SC(C)C(=O)Nc2ccc(S(N)(=O)=O)cc2)n1 (stereo unspecified) | 1% | 2% | 15% | -11% | -1% | 22% | 9% | 23%
O=C(c1c[nH]c2ccccc12)N1CCN(c2ccccc2)CC1 | -15% | 7% | -8% | -14% | -16% | 8% | 3% | 14%
CCCCOCCCNC(=O)CC(C)c1ccccc1 (stereo unspecified) | 24% | 2% | 7% | 9%[10 µM] | 4% | 0% | -5% | 7%
CCC1=C/C(=C/N(C)c2ccccc2)C(=O)S1 | u | u | 25µM* | 19% | 25µM* | 0% | -8% | 23%
Cc1cccc(N2CCN(C(=O)C3CCN(C(=O)c4cc5sccc5n4C)CC3)CC2)c1C | -17% | 4% | x | x | u | x | x | -47%[inhibitor]

Next records follow.
SMILES | Tau fluor counter | Tau fibril FP | ALDH1A1 block | HTT ATP protect | Tau fibril ThT | HTT aggregate | KDM4E inh | SMN2 splice up
CC1=CC(C2CC(=O)N(c3ccccc3C)C2=O)CC2C(=O)N(c3ccccc3C)C(=O)C12 (stereo unspecified) | 7% | -3% | u | x | 5% | -7% | 3% | x
Cc1ccnc(NC(c2ccccc2F)c2ccc3cccnc3c2O)c1 (stereo unspecified) | -24% | 5% | x | x | u | x | x | -73%[inhibitor]
COc1ccc(S(=O)(=O)N2CCc3ccccc32)cc1NC(C)=O | 11% | 3% | -3% | -35%[inhibitor] | 6% | -9%[9.22 µM] | 6% | -6%
CCn1c(SCC(=O)Nc2cc(C)on2)nnc1-c1cccs1 | -4% | -3% | u | 3%[10 µM] | -10% | -11% | -6% | -8%
COc1ccc(S(=O)(=O)Cc2ccc(C(=O)NCc3ccco3)o2)cc1 | -7% | 12% | u | -15% | -15% | -9% | 1% | -8%
CCOC(=O)c1sc(C)c2c1NC(c1ccc(N(C)C)cc1)NC2=O (stereo unspecified) | -11% | -2% | 3% | -34% | -13% | -8% | -1% | x
CC(C)=CCC/C(C)=C/CO/N=C1/C[C@@H](O)[C@@H](O)[C@@H]2[C@@H]3C(=O)N(Cc4ccc5c(c4)OCO5)C(=O)[C@H]3CC[C@@H]12 | -3%[11.6 µM] | 3%[11.6 µM] | -5%[13.5 µM] | 8%[10 µM] | -5%[11.5 µM] | x | x | x
COc1cccc(NC(=O)CN(C)CC(=O)Nc2ccccc2-c2ccccc2)c1 | -3% | 6% | u | -4%[10 µM] | 4% | 20% | u | 13%
O=C(O)C1CSC(c2ccc3c(c2)OCO3)N1 (stereo unspecified) | -15% | u | x | 3%[10 µM] | u | -9%[9.22 µM] | u | x
Cc1cc(C)n(-c2nc3c(c(=O)[nH]c(=O)n3C)n2Cc2ccc(F)cc2)n1 | 6% | -4% | 11% | -3%[10 µM] | 3% | 14% | -1% | 1%
CCN(Cc1ccccc1)C(=O)Cn1ncc2c(=O)oc3ccc(C)cc3c21 | -15% | 0% | x | x | -1% | x | x | -12%
CCC1SC2=NCN(c3ccccc3)CN2C1=O (stereo unspecified) | -1% | 3% | -12% | -9% | -4% | -5% | 11% | -12%
CC(C)n1nnnc1C(c1ccc(F)cc1)N1CCN(C2CCCC2)CC1 (stereo unspecified) | 10% | 2% | 7% | 7%[10 µM] | 3% | -2% | -3% | 0%
CCN(Cc1ccccc1)S(=O)(=O)c1cc(C(=O)NCC2CCCCC2)ccc1OC | -27% | -1% | u | -33%[10 µM] | -17% | -8% | -3% | -36%[inhibitor]
O=[N+]([O-])c1cccnc1Oc1ccc(F)cc1 | -12% | 7% | x | 19%[10 µM] | -6% | 5%[9.22 µM] | 0% | x
CCOc1ccc(CCNC(=O)c2cc3c(-c4ccccc4F)nn(C)c3s2)cc1 | u | -6% | x | x | u | x | x | -8%
COc1ccc(C(=O)N2CCN(C(=O)Cc3ccccc3)CC2)cc1OC | -1% | 10% | 5% | 7% | -7% | 9% | 3% | 15%
COc1cccc(C(=O)C2CCCN(Cc3cccc(-n4nc(C)cc4C)c3)C2)c1 (stereo unspecified) | 0% | -8% | 9% | 14%[10 µM] | -8% | -10%[9.22 µM] | 1% | x
Cc1nn(C)cc1C(=O)/C=C/c1ccc([N+](=O)[O-])cc1 | -17% | 10% | -3% | 0%[10 µM] | u | 10%[9.22 µM] | 4% | x
O=c1nc(-c2ccccc2)nc(-c2ccccc2)[nH]1 | -8% | -5% | x | 0%[10 µM] | -7% | -16%[9.22 µM] | -2% | x
COc1cccc(/C=c2\sc3nc(-c4cccs4)nn3c2=O)c1OC | -21% | u | 4% | -44%[inhibitor] | u | 14% | 0% | 17%
Cc1ccc2[nH]c(-c3cccc(F)c3)cc(=O)c2c1 | -24%[126 µM] | u | 1% | -324%[inhibitor][96.6 µM] | -18%[126 µM] | -31% | u | -2%
COC(=O)c1cccc(C(=O)Oc2cccc(Br)c2)n1 | 2% | 10% | 10% | -31% | u | 3% | 5% | -4%

Exported tab-delimited: entries from further up.
structure	Tau fluor counter	Tau fibril FP	ALDH1A1 block	HTT ATP protect	Tau fibril ThT	HTT aggregate	KDM4E inh	SMN2 splice up
CCOC(=O)c1sc(C)c2c1NC(c1ccc(N(C)C)cc1)NC2=O (stereo unspecified)	-11%	-2%	3%	-34%	-13%	-8%	-1%	x
CC(C)=CCC/C(C)=C/CO/N=C1/C[C@@H](O)[C@@H](O)[C@@H]2[C@@H]3C(=O)N(Cc4ccc5c(c4)OCO5)C(=O)[C@H]3CC[C@@H]12	-3%[11.6 µM]	3%[11.6 µM]	-5%[13.5 µM]	8%[10 µM]	-5%[11.5 µM]	x	x	x

Profiles, looked up by structure.
Profile of CCOC(=O)c1sc(C)c2c1NC(c1ccc(N(C)C)cc1)NC2=O (stereo unspecified) → Tau fluor counter: -11%; Tau fibril FP: -2%; ALDH1A1 block: 3%; HTT ATP protect: -34%; Tau fibril ThT: -13%; HTT aggregate: -8%; KDM4E inh: -1%; SMN2 splice up: x
Profile of COc1ccc(S(=O)(=O)N2CCc3ccccc32)cc1NC(C)=O → Tau fluor counter: 11%; Tau fibril FP: 3%; ALDH1A1 block: -3%; HTT ATP protect: -35%[inhibitor]; Tau fibril ThT: 6%; HTT aggregate: -9%[9.22 µM]; KDM4E inh: 6%; SMN2 splice up: -6%

Screening data (PubChem BioAssay)
